LAP4-GFP MLPCN: yeast TOR pathway LAP4-GFP modulation | S. cerevisiae LAP4-GFP multiplex, flow cytometry GFP, 3 h; median GFP as percent of DMSO wells | GFP response vs DMSO, % at 10 µM | hit rate 0.34% among 320,000 | AID 2023;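 active = GFP response vs DMSO above a set limit, about the screen mean plus 3 SD, cut at about 150% in these data; inconclusive = under 70 cell events counted for the yeast strain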
GASC-1 inh: human JMJD2C demethylase inhibition; Q9H3R0; GST-JMJD2C(1-420) H3K9me3 demethylation, DELFIA europium; inhibition, % at 2.35 µM; hit rate 0.069% among 330,000; AID 2099;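 active = more than half of a compound's replicate wells show inhibition beyond 50%, single wells judged on their own value; inconclusive = some, but no more than half, of replicates pass 50% inhibition; inactive = no replicate passes 50% inhibition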;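 also: signal counts dimethyl H3K9 product captured on neutravidin plate; 0% = median of DMSO wells and 100% = 0.3 times that DMSO median; strong numbers were not always called active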
AGP1 TOR yeast: alters AGP1-GFP fluorescence in TOR pathway yeast screen. hit rate 0.02% among 320,000. GFP response vs DMSO, % at 10 µM. S. cerevisiae AGP1-GFP multiplex flow cytometry, 3 h; GFP as percent of DMSO wells. AID 2066;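 active = GFP response relative to DMSO above a set limit, near screen average plus 3 SD, cut at about 150% in these data; inconclusive = fewer than 70 cells counted for the yeast strain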;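 also: median GFP channel fluorescence of the gated AGP1 strain per well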
GRK2 aptamer HTS: human GRK2 inhibition via aptamer displacement; P25098; bead flow cytometry, FAM-aptamer displacement from GRK2; inhibition of aptamer binding, % at 10 µM; hit rate 0.59% among 330,000; AID 488847;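 active = inhibition of aptamer binding above 40%, roughly 3 SD of noise, on plates passing a quality check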;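 also: median bead fluorescence of bound FAM aptamer so fluorescent compounds give negative values; no value below 0 was filed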
MEP2 TOR yeast: yeast TOR pathway MEP2-GFP modulation | S. cerevisiae MEP2-GFP strain, flow cytometry GFP, 3 h; 100% = DMSO control level | GFP response vs DMSO, % at 10 µM | hit rate 0.51% among 330,000 | AID 2016;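 active = GFP response versus DMSO above a set limit, roughly screen mean plus 3 SD, cut at about 180% in these data; inconclusive = fewer than 70 cells counted for a yeast strain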;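 also: median GFP fluorescence of the barcode-gated MEP2-GFP cells per well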
VLA-4 inh: inhibition in a human VLA-4 binding assay; inhibition, % (about 7 µM as worked out from the volumes in the protocol); VLA-4 expressing cells, ligand binding flow cytometry; hit rate 0.2% among 330,000; AID 2557; P13612; in the data active = inhibition above about 50%
Target sequence (P13612 whole entry, looked up): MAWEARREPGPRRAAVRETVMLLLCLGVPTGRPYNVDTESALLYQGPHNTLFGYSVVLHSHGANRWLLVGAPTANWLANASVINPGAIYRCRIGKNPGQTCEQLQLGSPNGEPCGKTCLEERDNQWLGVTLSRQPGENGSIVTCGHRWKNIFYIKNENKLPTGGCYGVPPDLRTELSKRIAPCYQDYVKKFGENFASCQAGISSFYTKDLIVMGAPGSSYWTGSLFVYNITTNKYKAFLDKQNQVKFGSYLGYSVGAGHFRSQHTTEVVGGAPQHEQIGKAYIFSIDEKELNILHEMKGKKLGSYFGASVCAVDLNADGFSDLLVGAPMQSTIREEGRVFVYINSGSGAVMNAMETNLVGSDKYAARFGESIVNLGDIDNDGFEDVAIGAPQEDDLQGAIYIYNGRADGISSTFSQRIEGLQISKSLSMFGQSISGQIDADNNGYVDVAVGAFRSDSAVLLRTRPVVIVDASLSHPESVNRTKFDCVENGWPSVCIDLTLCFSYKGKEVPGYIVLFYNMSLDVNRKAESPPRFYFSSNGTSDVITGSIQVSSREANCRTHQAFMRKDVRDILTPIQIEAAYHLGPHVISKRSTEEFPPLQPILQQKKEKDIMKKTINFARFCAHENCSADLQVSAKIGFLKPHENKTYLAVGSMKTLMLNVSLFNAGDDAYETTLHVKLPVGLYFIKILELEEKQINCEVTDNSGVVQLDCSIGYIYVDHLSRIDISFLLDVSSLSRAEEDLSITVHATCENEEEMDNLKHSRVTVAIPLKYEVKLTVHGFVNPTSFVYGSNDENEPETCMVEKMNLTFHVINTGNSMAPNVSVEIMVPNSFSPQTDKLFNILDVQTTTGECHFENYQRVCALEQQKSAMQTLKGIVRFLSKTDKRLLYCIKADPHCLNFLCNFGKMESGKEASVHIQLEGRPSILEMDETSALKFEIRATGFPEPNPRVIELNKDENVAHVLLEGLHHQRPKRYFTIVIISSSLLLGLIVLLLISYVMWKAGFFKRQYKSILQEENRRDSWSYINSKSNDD
RPL19A TOR yeast: modulators of TOR pathway RPL19A-GFP in S. cerevisiae; hit rate 0.3% among 330,000; AID 2025; S. cerevisiae RPL19A-GFP strain, flow cytometry, 3 h; stronger effect = lower value; percent response vs DMSO, % at 10 µM;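 active = percent response vs DMSO below 50%; inconclusive = fewer than 70 events counted for the yeast strain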;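 also: median channel GFP fluorescence of the barcoded RPL19A-GFP strain; ratio of sample median GFP to plate DMSO average so 100% = DMSO; lower means less RPL19A-GFP as with rapamycin TOR inhibition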
CIT2-GFP yeast: modulators of TOR pathway CIT2-GFP in S. cerevisiae. AID 2029. hit rate 0.065% among 320,000. S. cerevisiae CIT2-GFP strain, flow cytometry, 3 h; 100 means same as DMSO wells. GFP response vs DMSO, % at 10 µM;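 active = GFP response relative to DMSO above a set limit, near the screen mean plus 3 SD, cut at about 150% in these data; inconclusive = Fewer than 70 cells measured for a yeast strain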;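 also: ratio of well median GFP fluorescence to mean of DMSO wells on the plate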
Numbers without * were called inactive; ? = inconclusive; nt = not tested or not shown; & = joins results of further samples.

SMILES	LAP4-GFP MLPCN	GASC-1 inh	AGP1 TOR yeast	GRK2 aptamer HTS	MEP2 TOR yeast	VLA-4 inh	RPL19A TOR yeast	CIT2-GFP yeast
COCCNC(=O)C(c1ccc(C)o1)N(Cc1ccc(F)cc1)C(=O)Cn1nnc2ccccc21 (centres undefined)	115	11&27	106	0	124	-9	105	105
O=C1CNC(=S)N1CCCn1ccnc1	100	19	94	0	102	8	98	99
CCC(=O)Nc1cccc(-c2cc3ccccc3oc2=O)c1	93	5	92	96*	103	-2	101	101
COc1cc(-c2cc(=O)c3c(O)cc(O)cc3o2)ccc1O	104	-7	104	0	105	7	97	91
CC1Cc2ccccc2N1C(=O)CSc1nnnn1C(C)C (centres undefined)	100	2	nt	3	100	3	101	94
CCOC(=O)c1cc2c(=O)n3cccc(C)c3nc2n(CCCOC)c1=NC(=O)c1cccnc1	96	-12	102	0	104	-5	97	100
O=C(Nc1ccccc1N1CCOCC1)c1ccc(Br)o1	105	-9	90	2	95	5	96	94
N#Cc1ccc(OCc2nnc(SCC(=O)N3CCCc4ccccc43)n2-c2ccccc2)cc1	nt	-29&-8	102	0	96	19	97	88
CCOC(=O)C1(Cc2cccc(OC)c2)CCN(Cc2csc(C(C)=O)c2)CC1	90	17	93	0	92	7	91	91
O=C(O)[C@H](Cc1ccccc1)NC(=O)N1CCC(Cc2ccccc2)CC1	101	-5	105	1	96	3	94	103
C#CCOCCOCCOCCNc1nc(N2CCN(C(=O)[C@H]([C@@H](C)CC)n3cc(CCCCN)nn3)CC2)nc(N2CCN(C(=O)[C@H](CCCCN)n3cc(CC(C)O)nn3)CC2)n1 (some centres undefined)	101	nt	100	6	103	14	99	96
CCOC(=O)C1CCN(C(=O)CCN2C(=O)C3C4C=CC(C4)C3C2=O)CC1 (centres undefined)	101	-4	100	0	106	14	98	103
CCCCCC(=O)N1CCN(S(=O)(=O)c2ccc3c(c2)OCCCO3)CC1	104	0	102	0	90	5	95	99
O=S(=O)(Nc1cccc2ncccc12)c1cccc(C(F)(F)F)c1	114	nt	112	0	108	-25	104	100
COc1ccc(CNC(=O)C(C)OC(=O)c2cccn2C)cc1 (centres undefined)	105	5	106	0	106	-1	100	101
CCc1nnc(NC(=O)C2CCN(c3nccc(C)n3)CC2)s1	99	-7	103	4	101	28	103	97
COc1cc(S(=O)(=O)N2CCCCC2)ccc1NC(=O)c1ccc(F)cc1	100	-3	105	6	105	-13	102	107
COc1ccc(CC(=O)N/N=C/c2ccc(C)s2)cc1	105	1	101	0	103	14	99	93
COc1ccc(NC(=O)CN(C)C(=O)CCCc2nc3ccccc3s2)cc1	107	7	109	2	113	-5	102	100
OC(COc1ccc(-c2ccccc2)cc1)CN1CCOCC1 (centres undefined)	108	5	124	2	112	-2	124	99

Entries of single compounds, quoted from the list. Screens in order: LAP4-GFP MLPCN, GASC-1 inh, AGP1 TOR yeast, GRK2 aptamer HTS, MEP2 TOR yeast, VLA-4 inh, RPL19A TOR yeast, CIT2-GFP yeast
Results for N#Cc1ccc(OCc2nnc(SCC(=O)N3CCCc4ccccc43)n2-c2ccccc2)cc1 : nt, -29&-8, 102, 0, 96, 19, 97, 88
Results for COCCNC(=O)C(c1ccc(C)o1)N(Cc1ccc(F)cc1)C(=O)Cn1nnc2ccccc21 (centres undefined) : 115, 11&27, 106, 0, 124, -9, 105, 105
Results for C#CCOCCOCCOCCNc1nc(N2CCN(C(=O)[C@H]([C@@H](C)CC)n3cc(CCCCN)nn3)CC2)nc(N2CCN(C(=O)[C@H](CCCCN)n3cc(CC(C)O)nn3)CC2)n1 (some centres undefined) : 101, nt, 100, 6, 103, 14, 99, 96
Results for CCOC(=O)C1CCN(C(=O)CCN2C(=O)C3C4C=CC(C4)C3C2=O)CC1 (centres undefined) : 101, -4, 100, 0, 106, 14, 98, 103
Results for O=S(=O)(Nc1cccc2ncccc12)c1cccc(C(F)(F)F)c1 : 114, nt, 112, 0, 108, -25, 104, 100

Next section:
SMILES	LAP4-GFP MLPCN	GASC-1 inh	AGP1 TOR yeast	GRK2 aptamer HTS	MEP2 TOR yeast	VLA-4 inh	RPL19A TOR yeast	CIT2-GFP yeast
CC(C)c1cccc(C(C)C)c1OCCCCN1CCCC1	106	1	111	0	107	-1	104	106
COCCNC(=O)COc1coc(CN2CCN(Cc3ccccc3)CC2)cc1=O	105	29	104	0	135	12	100	103
COc1ccccc1N1CCN(Cc2nc(-c3ccc(F)cc3)oc2C)CC1	90	17	98	3	102	52*	99	103
CCOc1ccc(N2C(=O)CNC2=S)cc1	92	-11	102	0	96	1	98	102
CC(C)OC(=O)CSc1n[nH]c(-c2cccnc2)n1	102	12	101	0	104	3	100	97
COc1ccc(NC(=O)C2CCCN(S(=O)(=O)c3cccc4nonc34)C2)cc1OC (centres undefined)	98	-4	101	1	99	-9	95	97
CC(C)(C)C(=O)COC(=O)c1c2c(nc3ccccc13)CCC2	96	-21	94	8	95	-1	93	102
CN(C)S(=O)(=O)c1ccc(C(=O)Nc2cc(=O)n(C)c(=O)n2C)cc1	94	-3	95	0	105	6	104	97
CC(C)c1ccc(/C=C/C(=O)NCCCN2CCOCC2)cc1	110	11	98	0	102	0	98	100
COc1ccccc1/C=C/c1nc2ccccc2c(=O)o1	101	9	89	1	103	3	100	95
COc1ccc(-c2[nH]ncc2[C@@H]2C[C@H]3CN(Cc4ccccc4C)C(=O)[C@]34CCCN24)cc1	100	-3	108	0	105	19	104	103
CCOC(=O)C1=C(CC)Nc2ccccc2N/C1=N\S(=O)(=O)c1ccc(C(=O)OCC)cc1	89	5	88	0	93	12	88	94
C/C(=N\Nc1cc(N2CCOCC2)nc(C)n1)c1ccc(F)cc1	85	13	92	1	112	8	103	104
CC(=O)Nc1ccc(S(=O)(=O)N(C)CCOCc2ccccc2)cc1	99	0	98	0	107	-1	101	94
CC(=O)c1ccc(NC(=O)COc2ccccc2C(=O)Nc2ccc(C)cn2)cc1	105	28	106	0	102	-4	112	98
C[C@@H]1O[C@@H](Oc2c(-c3cc(O)c(O)c(O)c3)oc3cc(O)cc(O)c3c2=O)[C@H](O)[C@H](O)[C@H]1O	111	-24	97	11	103	20	105	115
CCOc1ccc(NC(=O)CCc2c(C)noc2C)cc1OC	91	0	90	2	96	-8	93	93
O=C(CCCn1c(=O)[nH]c2ccsc2c1=O)Nc1ccc(F)cc1	96	-6	100	2	90	0	95	94
CCN1C(=O)/C(=C/C=C2/CCCN2C)OC1=S	100	7	106	4	107	5	110	107
CC(C)c1nnc(SCC(=O)NC2CCCCC2)n1C	92	5	99	0	99	26	97	98

Quoted from the listing for reference:
SMILES	LAP4-GFP MLPCN	GASC-1 inh	AGP1 TOR yeast	GRK2 aptamer HTS	MEP2 TOR yeast	VLA-4 inh	RPL19A TOR yeast	CIT2-GFP yeast
CC(C)c1cccc(C(C)C)c1OCCCCN1CCCC1	106	1	111	0	107	-1	104	106
COCCNC(=O)COc1coc(CN2CCN(Cc3ccccc3)CC2)cc1=O	105	29	104	0	135	12	100	103
COc1ccccc1N1CCN(Cc2nc(-c3ccc(F)cc3)oc2C)CC1	90	17	98	3	102	52*	99	103
CCOc1ccc(N2C(=O)CNC2=S)cc1	92	-11	102	0	96	1	98	102
CC(C)OC(=O)CSc1n[nH]c(-c2cccnc2)n1	102	12	101	0	104	3	100	97

New compounds follow
SMILES	LAP4-GFP MLPCN	GASC-1 inh	AGP1 TOR yeast	GRK2 aptamer HTS	MEP2 TOR yeast	VLA-4 inh	RPL19A TOR yeast	CIT2-GFP yeast
CCOC(=O)[C@H]1CCC[C@@H](NS(=O)(=O)c2ccc(NC(C)=O)cc2)C1	105	0	105	0	102	2	98	107
C=CCOCCN1C(=O)C2C(c3ccccc3)C=CC(c3ccccc3)C2C1=O (centres undefined)	100	-3	95	6	102	3	97	94
O=C(Nc1ccc(Cl)c(S(=O)(=O)Nc2ccccc2Cl)c1)c1cccs1	119	-4	101	0	112	15	101	94
Cc1cc(C)c2nc(N3CCC(C(=O)NCCN4CCOCC4)CC3)sc2c1	102	2	106	1	101	-92	102	100
Cc1ccc2nsnc2c1S(=O)(=O)Nc1ccccc1C(=O)O	107	0	100	2	107	-1	107	96
Cc1ccc(NC(=O)CSc2n[nH]c(-c3cccnc3)n2)c(Br)c1	93	-8	93	1	99	21	95	91
O=C1CC2(CCCCC2)Oc2ccccc21	91	-1	103	0	99	10	98	99
CCOc1ccc(NC(=O)C2=NN(c3ccccc3)C(=O)CC2)cc1S(=O)(=O)N1CCCCC1	100	-1	103	2	101	-3	99	104
CCOC(=O)Cc1ccc(NC(=O)c2ccc(C(C)(C)C)cc2)cc1	99	38	96	0	99	27	101	nt
Cc1cccc(C)c1NC(=O)CNC(=O)c1cnccn1	92	2	104	20	103	-4	101	109
Cn1c(=O)c2c(-c3cccc(Br)c3)c(C#N)c(N)nc2n(C)c1=O	81	1	94	0	?	1	100	98
O=C(CCCN1C(=O)CCC1=O)Nc1ccccc1F	111	-4	103	7	105	2	95	108
CCCCn1nc(NC(=O)c2cccs2)c2cc3cc(OC)ccc3nc21	110	-17	59	0	104	17	88	97
CC(=O)C(=Cc1ccc(C(=O)O)cc1)C(C)=O	101	-18	106	4	103	-1	103	99
COc1ccc(CNC(=O)C(C)c2ccc([N+](=O)[O-])cc2)cc1 (centres undefined)	100	12	101	0	103	-6	104	101
O=C(N/N=C/c1ccco1)c1[nH]ncc1Br	77	-13	102	0	106	-5	120	97
COCCN1CSC(=S)N(Cc2ccco2)C1	104	-6	99	0	102	11	91	97
NC(=O)c1nn(-c2ccccc2)nc1NC(=O)CN1CCCC1	101	0	104	4	96	1	96	104
O=C(NCc1cccc(OC(F)(F)F)c1)C1CCC(=O)N(Cc2cccc(F)c2)C1 (centres undefined)	102	3	116	11	112	6	112	118
C=CCn1c(N(C)C)nc2c1c(=O)[nH]c(=O)n2C	94	1&-7	104	1	107	-10	103	99
Cc1ccc(-c2cc(-c3cccc(F)c3)n[nH]2)c(O)c1	134	0	82	0	94	-5	91	82
Cc1sc(NC(=O)CN(CCc2ccccc2)C(=O)C2CC2)c(C(N)=O)c1C	90	2	101	2	103	19	101	99
CCOC(=O)C1CCN(S(=O)(=O)c2ccc3c(c2)CCCN3C(C)=O)CC1	111	13	104	0	103	-9	103	109
O=S(=O)(NCC1CCCO1)c1ccc(Br)s1 (centres undefined)	102	3	99	4	99	-2	99	92
Cc1ccc(NC(=O)CN2C(=O)NC3(CCCCCCC3)C2=O)cc1C	102	2	102	0	102	15	98	99
Cc1cc(C)c2c(CC(=O)NCc3ccco3)coc2c1	102	-6	103	4	89	-27	101	91
CCN(CC(=O)Nc1sc2c(c1C#N)CCC(C)C2)CC(=O)NC1CCS(=O)(=O)C1 (centres undefined)	98	-3	104	1	97	-1	97	101
CCOc1ccc(NC(=O)c2cnc3scc(C)n3c2=O)cc1	98	-9	88	2	88	4	96	81
CCOC(=O)N1CCC(NC(=O)c2cnc3n(c2=O)CCS3)CC1	117	5	95	2	103	-1	102	91
